High-throughput results deposited in PubChem BioAssay by Broad Institute.
EWS-Fli block: EWS/Fli-driven NR0B1 reporter inhibitors, primary screen, A673 cells, NR0B1 luciferase, luminescence, MLPCN library. 350,000 compounds, 0.67% hits. AID 651661, 2012. viability-normalised. inhibition, % at 12.6 µM;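 active = mean inhibition of at least 50% after viability correction, with every replicate also passing that limit; inconclusive = mean reaches 50% but only one of two replicates passes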;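 also: firefly luciferase signal divided by Alamar Blue viability fluorescence both relative to DMSO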
LGR2 antag: inhibitors of bursicon-induced LGR2 CRE-luciferase signal, primary screen, cell-based, HEK293, CRE-luciferase reporter, bursicon stimulation; Drosophila bursicon receptor LGR2 (rickets); bursicon-stimulated, 4 h; inhibition, % at 9.99 µM; 380,000 compounds, 0.35% hits; AID 720647, 2013;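 active = drop in luminescence signal, shown as inhibition above about 50% in the replicate tests, limit read from the data, passing the limit was not always enough; inconclusive = probably only some replicates passing the limit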;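 also: agonist challenge used bursicon conditioned medium at about half maximal strength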
PGC1a acetyl inh: inhibitors of PGC1a acetylation signal, primary screen, cell-based, U2OS, AlphaScreen, inhibitor mode; 350,000 compounds, 0.17% hits; AlphaScreen anti-acetyl-lysine; with virally co-expressed GCN5 acetyltransferase; inhibition, % at 15.6 µM; AID 651687, 2012;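 active = every replicate shows inhibition of at least 40%; inconclusive = mean inhibition at least 40% but some replicate below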;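 also: 0% = neutral control wells and 100% = positive control wells; some results beyond the cut were filed as inactive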
PAX8 reporter: inhibitors of PAX8-driven TPO luciferase reporter, primary screen, RMG-I cells, single concentration; inhibition, % at 12.6 µM; 360,000 compounds, 1.2% hits; SteadyGlo, 24 h;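 active = mean replicate inhibition at least 60% with every replicate also reaching 60%; inconclusive = only one of the two criteria is met; inactive = mean below 60% and not all replicates reaching 60%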;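 also: luciferase light reporting Pax8 driven TPO promoter activity; plate controls were median of neutral control wells for no effect and mitoxantrone controls for full effect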
FN deposit inh: inhibitors of fibronectin matrix deposition, primary screen, AH1F cells, Alexa488-fibronectin fluorescence, plate reader. AH1F fibroblasts, overnight. inhibition, % at 12.6 µM. 350,000 compounds, 0.086% hits. AID 743247, 2014;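 active = mean inhibition across replicates of 30% or more, regardless of how many single replicates reach that level; inconclusive = mean under 30% yet at least half of replicates reach 30%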;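 also: positive control wells lacked labelled fibronectin entirely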
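Schedule: 1 h cell adhesion before compound, then overnight fibronectin incubation; test system: AH1F fibroblast monolayer depositing Alexa488-labelled fibronectin into matrix; quantity: 10000 AH1F cells per well; probe or stimulus: fluorescent fibronectin at 24 nM final; signal: fluorescence, ex 485 nm, em 525 nm; evaluation: percent inhibition as loss of matrix-bound fibronectin fluorescence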
miR122 inh: miR-122 Renilla sensor signal increase in Huh7, primary screen, miR-122 inhibitor project, cell-based, single point, plate reader | AID 602342, 2012 | 340,000 compounds, 0.3% hits | activation (reporter increase), % at 12.5 µM | Huh7 miR-122 Renilla luciferase sensor, 48 h; neutral wells = 0, positive control = 100;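 active = mean replicate activation score at least 90 and every replicate individually at or above 90; inconclusive = only one of the two criteria met; inactive = neither criterion met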;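 also: higher luciferase means less miR-122 activity so hits act as miR-122 inhibitors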
CASP6 VEID inh: human caspase-6 inhibitors, primary screen, biochemical, VEID-R110 fluorescence, single point, set 2; P55212; purified caspase-6, Z-VEID-R110 cleavage fluorescence; inhibition, % at 12.5 µM; 350,000 compounds, 0.53% hits;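 active = mean inhibition across replicates at least about 35%, with every replicate also reaching that limit, limit read from the data; inconclusive = only one of the two criteria met; inactive = neither criterion met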;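 also: 0% = median of neutral control wells and 100% = no fluorescence left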
Target sequence (P55212 24-179 limits assumed): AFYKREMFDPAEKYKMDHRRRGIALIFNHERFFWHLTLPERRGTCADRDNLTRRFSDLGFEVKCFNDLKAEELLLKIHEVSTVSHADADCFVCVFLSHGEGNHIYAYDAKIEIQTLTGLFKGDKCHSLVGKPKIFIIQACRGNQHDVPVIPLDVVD
Target sequence (P55212 194-293 limits assumed): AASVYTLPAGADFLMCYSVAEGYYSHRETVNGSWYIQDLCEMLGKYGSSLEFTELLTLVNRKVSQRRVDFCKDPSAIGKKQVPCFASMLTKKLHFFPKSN
Cneo AK release: Cryptococcus neoformans cell lysis inducers, primary screen, AK release luminescence, single concentration. 360,000 compounds, 0.2% hits. C. neoformans lysis, adenylate kinase release luminescence, 4 h; normalised: neutral wells 0, clomiphene wells 100. lysis activity, % at 15 µM;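 active = mean lysis activity across replicates of at least 80%, whatever share of replicates individually reach that level; inactive = mean lysis activity below 80%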
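Material: C. neoformans cells; Schedule: 4 h static compound exposure, 37 °C, read 1 h post-reagent; Measured by: adenylate kinase release luminescence; Read-out: signal increase indicating cell lysis; Controls: Clomiphene as positive lysis control.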
An asterisk follows results filed as active; ? = inconclusive; / = not tested or not shown; [ ] = another dose, or the depositor's remark.

SMILES	EWS-Fli block	LGR2 antag	PGC1a acetyl inh	PAX8 reporter	FN deposit inh	miR122 inh	CASP6 VEID inh	Cneo AK release
COc1ccc(-n2nnnc2C(c2cccs2)N2CCN(C/C=C/c3ccccc3)CC2)cc1 (configuration not stated)	7	-1	-9	-4	1	3	0	1
COc1ccc(NC(=O)C2CCN(c3cnccn3)CC2)cc1OC	-12	7	/	2	1	-3	1	4
CCn1c(CNC(=O)c2cccs2)nnc1SCC(=O)Nc1cc(Cl)ccc1C	/	3	-6	/	-8	7	/	-3
COc1ccccc1C#Cc1ccc2c(c1)O[C@H](CN(C)Cc1cncnc1)[C@H](C)CN([C@@H](C)CO)S2(=O)=O	-3	-1	-6	-19	/	10[16.7 µM]	-2	4
COc1ccc(C(CNC(=O)C(C)Sc2ccccc2)N2CCOCC2)cc1 (configuration not stated)	2	4	2	-5	0	-13	-117	-2
O=C(O)CCN(CC(=O)c1ccc(Cl)cc1)S(=O)(=O)c1ccc([N+](=O)[O-])cc1	-5	-7	-6	-5	2	1	1	-3
Cc1noc(C)c1S(=O)(=O)Nc1ccc2c(c1)CC(=O)N([C@@H](C)CO)C[C@H](C)[C@@H](CN(C)S(=O)(=O)c1c(C)noc1C)O2	14	-1	-6	-23	/	0[16.7 µM]	1	41
CCN1CCCC(NC(=O)c2scc3c2CCCC3)C1 (configuration not stated)	-8	33	-9	18	-3	-8	2	1
CC1(c2ccc(OCC#N)cc2)C=C(c2ccc(OCC#N)cc2)n2nc(C(F)(F)F)nc2N1 (configuration not stated)	12	9	/	8	-10	/	2	/
O=C(NCC[C@H]1CC[C@H](NC(=O)C2CC2)[C@@H](CO)O1)c1cc(Cl)cc(Cl)c1	4	-2	-17	/	/	/	9	-3
O=C(CCn1c(=O)[nH]c2ccsc2c1=O)N1CCN(c2ccc([N+](=O)[O-])cc2)CC1	0	-10	/	9	1	/	0	0
Cc1ccccc1S(=O)(=O)N1C[C@@H](O)COC[C@@H]2O[C@@H](CC(=O)N3CCOCC3)CC[C@H]21	-3	-12	8	-13	-10	0[16.7 µM]	1	5
CCCn1nnc(NC(=O)/C=C/c2ccccc2)n1	-14	-3	/	-12	-7	/	-3	/
Nc1nc(Nc2ccccc2)nc(C(F)(F)F)n1	-32	-13	8	-45	3	-3	0	-5
O=C(NCCN1CCN(c2ccccc2Cl)CC1)Nc1ccccc1	0	5	-1	12	2	1	-4	1
COc1ccc(Cl)cc1NC(=O)Cc1c(F)cccc1Cl	9	-9	/	?	10	/	-2	/
COc1cccc(Nc2nc(C(N)CC(C)C)cs2)n1 (configuration not stated)	6	9	-1	-5	-1	-1	2	-4
CCOc1ccccc1/C=N/NC(=O)C[n+]1ccccc1	-1	11	21	9	-7	-2	-16	0
CCN(CC)c1ncnc2scc(C3COc4ccccc4O3)c12 (configuration not stated)	/	/	9	-6	-2	-6	/	-2
COC(=O)c1ccc(CN2CCC(Oc3ccc(C(=O)N4CCCCC4)cc3)CC2)cc1	/	7	/	4	/	4	1	-1
CCOC(=O)[C@]12Cc3c(cc(OC)c(OC)c3OC)[C@H]1N(C1CCCCC1)C(=O)c1cc(OC)ccc12	22	46	/	41	-12	/	2	/
COc1ccc(C(=O)CCC(=O)NC2=NCCS2)cc1	2	6	-26	-3	-6	6	0	12
O=C(Cc1cccc(NC(=O)C2CCN(C(=O)C3CCC3)CC2)c1)Nc1cccc(C(=O)N2CCCCC2)c1	-5	3	3	18	9	-11	1	-1
O=C(Nc1ccc(Cc2ccncc2)cc1)C1CCC(N2C(=O)C3C4C=CC(C4)C3C2=O)CC1 (configuration not stated)	/	-7	-15	/	-12	3	/	3
O=C(NCc1ccccc1)C1CCCN(c2cnccn2)C1 (configuration not stated)	-7	-16	5	7	16	1	-2	0
CCCCn1c(N)c(N(CCOC)C(=O)CSc2nnc(-c3ccc(C(C)(C)C)cc3)n2N)c(=O)[nH]c1=O	-8	-12	/	1	-2	/	3	/
CC(=O)N(C)C[C@@H]1Oc2cc(C#CCN(C)C)ccc2S(=O)(=O)N([C@H](C)CO)C[C@@H]1C	-7	-5	0	/	2	-2[16.7 µM]	0	-2
C[C@H](CO)N1C[C@H](C)[C@H](CN(C)C(=O)C2CCC2)Oc2cc(-c3ccc(F)cc3)ccc2S1(=O)=O	7	9	-6	/	/	13[16.7 µM]	/	/
COc1cccc(C(=O)N2CCN(C3CCN(Cc4ccccc4)CC3)CC2)c1OC	-1	-4	-6	4	-3	1	-3	/
COC(=O)c1ccccc1SCC(=O)Nc1ccc(N2CCOCC2)cc1	-48	-24	/	-115	3	-3	5	-1

12 entries from above, set out differently:
SMILES,EWS-Fli block,LGR2 antag,PGC1a acetyl inh,PAX8 reporter,FN deposit inh,miR122 inh,CASP6 VEID inh,Cneo AK release
CCCn1nnc(NC(=O)/C=C/c2ccccc2)n1,-14,-3,/,-12,-7,/,-3,/
Nc1nc(Nc2ccccc2)nc(C(F)(F)F)n1,-32,-13,8,-45,3,-3,0,-5
O=C(NCCN1CCN(c2ccccc2Cl)CC1)Nc1ccccc1,0,5,-1,12,2,1,-4,1
COc1ccc(Cl)cc1NC(=O)Cc1c(F)cccc1Cl,9,-9,/,?,10,/,-2,/
COc1cccc(Nc2nc(C(N)CC(C)C)cs2)n1 (configuration not stated),6,9,-1,-5,-1,-1,2,-4
CCOc1ccccc1/C=N/NC(=O)C[n+]1ccccc1,-1,11,21,9,-7,-2,-16,0
CCN(CC)c1ncnc2scc(C3COc4ccccc4O3)c12 (configuration not stated),/,/,9,-6,-2,-6,/,-2
COC(=O)c1ccc(CN2CCC(Oc3ccc(C(=O)N4CCCCC4)cc3)CC2)cc1,/,7,/,4,/,4,1,-1
CCOC(=O)[C@]12Cc3c(cc(OC)c(OC)c3OC)[C@H]1N(C1CCCCC1)C(=O)c1cc(OC)ccc12,22,46,/,41,-12,/,2,/
COc1ccc(C(=O)CCC(=O)NC2=NCCS2)cc1,2,6,-26,-3,-6,6,0,12
O=C(Cc1cccc(NC(=O)C2CCN(C(=O)C3CCC3)CC2)c1)Nc1cccc(C(=O)N2CCCCC2)c1,-5,3,3,18,9,-11,1,-1
O=C(Nc1ccc(Cc2ccncc2)cc1)C1CCC(N2C(=O)C3C4C=CC(C4)C3C2=O)CC1 (configuration not stated),/,-7,-15,/,-12,3,/,3

New compounds follow.
SMILES	EWS-Fli block	LGR2 antag	PGC1a acetyl inh	PAX8 reporter	FN deposit inh	miR122 inh	CASP6 VEID inh	Cneo AK release
Cc1cc(C)c(C(=O)CN2C(=O)NC3(CCCCC3)C2=O)cc1C	-44	2	-3	-67	8	-1	-1	1
O=C(COc1ccc(Cl)cc1)Nc1ccc2c(c1)OCO2	-3	-21	-10	-8	-14	-5	0	/
COc1ccc(NS(=O)(=O)c2ccc(NC(C)=O)cc2)nn1	8	14	5	-17	1	1	-1	11
CC(=O)N1[C@H](CO)[C@H](c2ccc(-c3cccnc3)cc2)[C@@H]1CNC(=O)C1CCC1	/	13	9	/	-7	/	-1	/
Cc1ccc(OC(C)C(=O)Nc2ncc(Cl)cc2Cl)c([N+](=O)[O-])n1 (configuration not stated)	-8	-8	49	7	-2	-4	2	-1
CCCC(c1nnnn1C(C)(C)CC)N1CCN(C(=O)c2ccco2)CC1 (configuration not stated)	-14	-10	/	8	5	-4	19	-1
COc1cc(NC(=O)C2CCCN(S(=O)(=O)c3ccc4c(c3)oc(=O)n4C)C2)cc(OC)c1 (configuration not stated)	-2	-2	-4	-5	0	-5	-8	-3
CS(=O)(=O)N1CCC(C(=O)Nc2ccccc2Cl)CC1	6	-6	1	-16	-2	5	15	-1
Cc1csc(-c2coc3cc(O)cc(C)c3c2=O)n1	-41	-71	20	/	4	6	8	1
CCOc1ccccc1N1CC(C(=O)NCCC2=CCCCC2)CC1=O (configuration not stated)	-82	-46	4	-103	5	2	0	0
O=C(Nc1cc(C(F)(F)F)ccc1N1CCOCC1)c1ccncc1	6	5	-2	7	5	-7	1	-1
Cc1cc(C)c(C)c(S(=O)(=O)NCCCN2CCOCC2)c1C	-15	-7	5	4	13	61	3	2
CC1CN(c2nnc(NC(=O)c3ccccc3)s2)CC(C)O1 (configuration not stated)	-45	-44	/	-75	-5	/	2	/
COc1cccc(-c2ccc3n(c2=O)C[C@H]2[C@H](CO)[C@@H](C(=O)N4CCOCC4)N[C@@H]32)c1	0	0	/	-1	/	11[16.7 µM]	-2	-3
O=C(Nc1ccccc1F)N[C@@H]1CC[C@@H](CCNC(=O)C2CCC2)O[C@H]1CO	1	-3	3	-2	/	/	2	-3
COC(=O)c1c(C(=O)OC)c(-c2cccc(C)c2)n2c1CS(=O)C2 (configuration not stated)	0	-7	/	17	8	/	-1	/
COc1cc(/C=N/NC(=O)c2cccnc2)ccc1OS(=O)(=O)c1cc(C)ccc1C	10	8	/	17	-1	/	4	/
COc1ccc(N/N=C/c2c(C(=O)O)ccc3ccccc23)cc1	-20	-11	28	62*	14	-9	-1	0
O=C(COc1ncnc2ccc(Br)cc12)NCc1ccco1	1	1	-11	7	4	2	0	0
CCCNC(=O)C[C@@H]1C[C@H]2c3cc(NC(=O)c4cccnc4)ccc3O[C@H]2[C@H](CO)O1	-3	-12	-3	2	8	1[16.7 µM]	/	-3
C[C@H]1CN([C@@H](C)CO)C(=O)c2cc(NC(=O)Nc3ccc(F)cc3)ccc2O[C@H]1CN(C)C(=O)Nc1ccc(C(F)(F)F)cc1	2	7	-4	/	/	-1[16.7 µM]	/	/
COc1ccc(-c2csc(NC(=O)c3c(C)noc3C)n2)cc1	-36	-31	-3	-45	-6	-2	-4	2
COc1cc2c(cc1OC)-c1cc(NC3CCCCC3)nc(=O)n1CC2	/	-31	-1	/	/	-4	/	-1
COc1ccc(S(=O)(=O)N[C@@H]2CC[C@@H](CC(=O)N3CCc4ccccc4C3)O[C@H]2CO)cc1	-26	-5	3	10	/	/	2	0
CC(C)Nc1ncnc2c1ncn2[C@H]1CN(Cc2ccc(-c3ccccc3)cc2)C[C@@H](CO)O1	10	0	-3	18	-9	-9	2	4
O=C(NCCc1cccc(F)c1)C1CCN(S(=O)(=O)c2ccc(F)cc2)CC1	-2	11	/	9	5	4	1	-1
CC(=O)Nc1ccc(NC(=O)C(C)NC(C)c2cccc3ccccc23)cc1 (configuration not stated)	4	8	12	5	2	2	3	2
